# G9a inh – qHTS Assay for Inhibitors of Histone Lysine Methyltransferase G9a. AID 504332, 2011. Potency, µM (top dose mostly 102 µM), for the others: at the highest dose activity, negative = inhibition, actives largely listed as inhibitors. G9a H3K9 monomethylation, AlphaScreen, 2 h. 350,000 tested, 8.8% active; further: on the % scale 0 is the no-effect control and ±100 the full control effect; nearly all actives have a fitted effect of over 75% in size
#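 Quantitative HTS format: methyltransferase activity on a biotin-tagged H3K9 peptide is measured by AlphaScreen, using a rabbit anti-monomethyl-H3K9 antibody with streptavidin donor and anti-IgG acceptor beads. Final levels are 20 nM enzyme, 500 nM peptide, 20 uM SAM; 2 h RT.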
# POLI inh – qHTS for Inhibitors of Polymerase Iota; Pol iota fluorescent replication assay, 10 min; Potency, µM (top dose mostly 115 µM), inactives show top-dose activity, negative = inhibition, usual class: inhibitors; 390,000 tested, 1% active; AID 588590, 2011
#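 Pol iota at 10 nM preincubated 15 min with compounds at room temperature; reaction started with fluorescent substrate, 50 nM final. Fluorescence read kinetically at 0 and 10 min; buffer-only wells as negative control.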
# Pol kappa inh – qHTS for Inhibitors of Polymerase Kappa. purified Pol kappa, fluorescent DNA synthesis assay, 10 min. 400,000 tested, 0.53% active. Potency, µM (top dose mostly 107 µM), inactives show at the top dose activity, negative = inhibition, actives largely listed as inhibitors; further: on the % scale 0 is the no-effect control and ±100 the full control effect
#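 10 nM Pol kappa preincubated 15 min at room temperature with compounds, then reaction started with substrate at 50 nM final. Fluorescence read kinetically at 0 and 10 min; buffer-only wells served as negative control.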
# BLM helicase inh – qHTS Assay for Inhibitors of Bloom's syndrome helicase (BLM); RecQ-like DNA helicase BLM (Homo sapiens), P54132; 350,000 tested, 0.2% active; recombinant BLM DNA unwinding, fluorescence dequenching; Potency, µM (highest dose often 56.1 µM), without a hit: top-dose activity change, negative = inhibition, usual class: inhibitors; AID 2528, 2010;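 further: plate controls were vehicle for no effect and no enzyme for full effect; nearly all actives have a fitted effect of over 35% in size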
# POLH inh – qHTS for Inhibitors of Polymerase Eta; DNA polymerase eta (Homo sapiens), Q9Y253; recombinant Pol eta, fluorescent DNA replication assay; Potency, µM (top dose mostly 114 µM), for inactives: top-dose activity change, negative = inhibition, actives largely listed as inhibitors; 390,000 tested, 1.2% active; AID 588591, 2011; further: on the % scale 0 is the no-effect control and ±100 the full control effect
#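 Pol eta (10 nM) was preincubated with compounds for 15 min at room temperature, after which fluorescent replication substrate (50 nM final) was added to start the reaction. Fluorescence was read kinetically at 0 and 10 min.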
# JMJD2A Tudor – qHTS Assay for Inhibitors of JMJD2A-Tudor Domain; Lysine-specific demethylase 4A (Homo sapiens), O75164; AlphaScreen JMJD2A-Tudor / H3K4me3 peptide binding; Potency, µM (series often up to 114 µM), without a hit: top-dose activity change, negative = inhibition, usual class: inhibitors; 390,000 tested, 4.4% active; AID 504339, 2011; further: on the % scale 0 is the no-effect control and ±100 the full control effect; nearly all actives have a fitted effect of over 50% in size
# Target sequence (O75164 whole entry, looked up, the tested form may be a part): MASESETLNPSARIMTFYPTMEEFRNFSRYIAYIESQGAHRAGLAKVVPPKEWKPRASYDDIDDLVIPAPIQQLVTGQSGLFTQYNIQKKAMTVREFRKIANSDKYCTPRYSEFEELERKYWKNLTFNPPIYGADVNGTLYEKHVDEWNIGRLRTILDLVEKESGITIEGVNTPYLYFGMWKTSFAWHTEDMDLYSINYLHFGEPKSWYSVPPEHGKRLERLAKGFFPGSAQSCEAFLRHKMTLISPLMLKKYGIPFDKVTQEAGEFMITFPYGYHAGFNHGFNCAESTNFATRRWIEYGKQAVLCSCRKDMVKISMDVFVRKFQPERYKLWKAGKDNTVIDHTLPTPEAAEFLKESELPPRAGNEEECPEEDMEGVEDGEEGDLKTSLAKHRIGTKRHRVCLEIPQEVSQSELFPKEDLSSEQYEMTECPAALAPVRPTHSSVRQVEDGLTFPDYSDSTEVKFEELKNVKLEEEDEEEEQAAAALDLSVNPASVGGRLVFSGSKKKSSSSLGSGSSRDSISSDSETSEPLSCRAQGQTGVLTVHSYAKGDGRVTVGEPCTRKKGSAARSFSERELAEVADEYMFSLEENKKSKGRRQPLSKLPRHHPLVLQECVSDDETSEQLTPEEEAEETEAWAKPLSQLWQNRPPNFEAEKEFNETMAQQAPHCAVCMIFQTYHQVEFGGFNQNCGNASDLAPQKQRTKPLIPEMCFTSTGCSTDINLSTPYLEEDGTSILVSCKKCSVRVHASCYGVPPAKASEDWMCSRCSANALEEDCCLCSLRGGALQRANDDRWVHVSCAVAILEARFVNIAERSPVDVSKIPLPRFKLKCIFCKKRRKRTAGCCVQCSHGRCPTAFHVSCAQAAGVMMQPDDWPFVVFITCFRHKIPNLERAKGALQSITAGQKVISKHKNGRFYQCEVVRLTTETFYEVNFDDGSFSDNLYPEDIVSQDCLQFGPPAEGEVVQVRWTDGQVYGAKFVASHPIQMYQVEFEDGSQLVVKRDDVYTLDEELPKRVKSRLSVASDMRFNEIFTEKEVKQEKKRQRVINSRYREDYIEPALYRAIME
# APEX1 inh – qHTS Assay for Inhibitors of the Human Apurinic/apyrimidinic Endonuclease 1 (APE1) | recombinant APE1, TAMRA/BHQ-2 abasic DNA cleavage fluorescence | Potency, µM (titrated, usually from 65.8 µM), without a hit: at the highest dose activity change, negative = inhibition, hits mostly inhibitors | 350,000 tested, 0.35% active | DNA repair nuclease/redox regulator APEX1 (Homo sapiens), P27695 | AID 2517, 2012;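 further: plate controls were vehicle for no effect and reference inhibitor for full effect; nearly all actives have a fitted effect of over 55% in size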
#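 Enzyme (0.75 nM final) and test compound are incubated 15 min at room temperature before adding 50 nM quenched THF abasic-site duplex. Cleavage dequenches TAMRA, followed at 525/598 nm over three reads one minute apart.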
# BAZ2B inh – qHTS Assay for Inhibitors of BAZ2B | Bromodomain adjacent to zinc finger domain protein 2B (Homo sapiens), Q9UIF8 | AlphaScreen BAZ2B-H3K14Ac peptide displacement | Potency, µM (top dose mostly 114 µM), inactives show at the highest dose activity change, negative = inhibition, most hits filed as inhibitors | 360,000 tested, 4.4% active | AID 504333, 2011; further: on the % scale 0 is the no-effect control and ±100 the full control effect; nearly all actives have a fitted effect of over 60% in size
#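 Protein-peptide AlphaScreen: BAZ2B 50 nM, b-H3K14Ac 50 nM, 1x PBS pH 7.4 + 0.01% Tween-20. Preincubation 30 min RT; cpd 30 min RT (top 110 uM); beads 20 min RT, light-protected.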
# POLB inh – qHTS Assay for Inhibitors of DNA Polymerase Beta. Potency, µM (series often up to 114 µM), inactives show at the top dose activity change, negative = inhibition, usual class: inhibitors. Pol beta primer extension/strand displacement, fluorescence kinetic. 340,000 tested, 1.3% active; further: on the % scale 0 is the no-effect control and ±100 the full control effect
#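 Kinetic readout of DNA synthesis with strand displacement by Pol beta. Compound and 10 nM enzyme sit 15 min at room temperature; 50 nM substrate starts the reaction, read immediately and at 10 min.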
# Active calls of the source: *; ? = inconclusive; nt = no result given; & = joins results of further samples; ! = not confirmed by another sample; [ ] = another dose, or the depositor's remark. The call rests on the fitted dose curve; in most records, active means well fitted curve in the direction sought with a large enough effect; inconclusive means small, poorly fitted or top-dose-only effect, or another doubt; inactive means no such curve, though single readings can be large; an effect the other way counts as inactive or inconclusive. Potency means the concentration at half of the fitted maximal effect. Not all compounds are listed; count on the stated rates, not on these rows.
SMILES,G9a inh,POLI inh,Pol kappa inh,BLM helicase inh,POLH inh,JMJD2A Tudor,APEX1 inh,BAZ2B inh,POLB inh
O=C1C2C(c3ccccc3)=NN(c3ccccc3)C2C(=O)N1c1ccccc1 (stereo not given),161%[activator][59 µM],2%,-2%,-10%,-17%,48%[activator],-1%,53%[activator],?
O=C(c1ccc(Cl)s1)N1CCCC1,-11%,8%,-3%,-14%,-10%,-14%,-3%,5%,-1%
Nc1nc(CN2CCN(Cc3ccccc3)CC2)nc(Nc2ccc3c(c2)OCCO3)n1,-13%[12.7 µM],17%,-5%,2%,-13%,?,6%,20µM*,40%
COc1ccc(Nc2nnc(SCC(=O)Nc3cc(C)on3)s2)cc1,?,1%,-17%,-6%,5%,-7%,-8%,-8%,-13%
CCOC(=O)C1=C(C)c2ccccc2OC1(CC)C(=O)OCC (stereo not given),88%[activator],1%,12%&-15%,-1%[75.6 µM],-14%,53%[activator],-16%&-3%,nt,nt
C=CCN(C(=O)CC(NC(C)=O)c1ccccc1)c1nc(-c2ccc(S(C)(=O)=O)cc2)cs1 (stereo not given),-11%,3%,-13%,-2%,0%,-4%,23%,-2%,4%
O=C(Nc1ccc(Cl)c(Cl)c1)C1CC(=O)N(c2ccc(Br)cc2)C1 (stereo not given),2%[59 µM],-12%,-12%,-11%,3%,-16%,3%,1%,-1%
COc1ccccc1C(=O)NNC(=O)c1ccc(NC(=O)C(C)C)cc1,-4%[12.7 µM],66%[activator],-14%,-9%,-14%,3%,5%,-17%,-11%
O=C(CSc1nnc(-c2cccc(Br)c2)o1)N1CCNC1=O,nt,17%,-9%,nt,-1%,-8%,51%,nt,nt
CC(C)CN(C(=O)CN(C)CC(=O)Nc1ccc(Cl)c(C(F)(F)F)c1)c1c(N)n(CC(C)C)c(=O)[nH]c1=O,nt,-4%,-9%,nt,-16%,-8%,-21%,nt,nt
O=C1CC(c2ccccc2)n2nc(NC(=O)c3cccs3)nc2N1 (stereo not given),11%[59 µM],-9%,-16%,-5%,1%,-21%,15%,nt,29%
O=C(Nc1nc(-c2cccnc2)cs1)c1cccc([N+](=O)[O-])c1,7%,83%[activator],-16%,2%,-1%,-21%,3%,-6%,2%
COCCn1c(C)cc(C(=O)COC(=O)c2c(C)nn(Cc3ccccc3)c2C)c1C,79µM*,25%,-10%,-11%,-7%,?,-9%,?,11%
O=C(c1cc(-c2ccc(Cl)s2)nc2ccccc12)N1CCCC1,nt,-13%,2%,nt,-6%,7%,nt,nt,nt
Cc1ccccc1CNC(=O)C1CCN(c2nn3cc(-c4ccc(F)cc4)nc3s2)CC1,2%[59 µM],39%[activator],-20%,-2%,-10%,-22%,nt,4%,-2%
COc1ccc(N2C(=O)C(Cl)=C(Nc3ccccc3O)C2=O)cc1,3.5µM*,?,-3%,-4%,2%,45µM*,-2%,?,5%
COCCn1c(=O)c(CCc2ccccc2)nc2cnc(Oc3cccc(Cl)c3)nc21,0%[12.7 µM],nt,-14%[60.1 µM],-13%,nt,nt,1%,nt,nt
CCc1nc(SCC(=O)Nc2nnc(C(C)C)s2)n[nH]1,nt,65%[activator],-6%,nt,-13%,-27%,nt,nt,nt
CCOc1cc(/C=N/NC(=O)C(=O)NCc2cccnc2)ccc1O,8%,19%,-12%,-3%,-5%,-7%,3%,-6%,4%
Cc1c(CC(=O)O)c(=O)oc2cc3oc4c(c3cc12)CCCC4,8%,-19%,-8%,1%,2%,-12%,-6%,2%,15%
Cn1c(SCC(=O)c2ccc(O)cc2O)nnc1-c1ccccc1,-5%,-28%,-2%,1%,-5%,-8%,2%,3%,17%
CCOc1ccc(S(=O)(=O)N2CCCCC2)cc1NC(=O)CN1C(=O)NC(CC)(c2ccccc2)C1=O (stereo not given),21%,21%,-8%,-7%,-23%,-21%,2%,-19%,39%
CN(C)Cc1cc(C(C)(C)C)cc(C(C)(C)C)c1O,7%[12.7 µM],1%,-16%,2%,2%,-11%[11.4 µM],4%,-1%,-2%
O=C(NNc1ncnc2sccc12)c1ccc(Cl)cc1,4%,96%[activator],-4%,-3%,4%,0%,0%,2%,2%
O=C1/C(=C\c2cccnc2)SC(=S)N1C1CCS(=O)(=O)C1 (stereo not given),?,0%,-4%,-4%,0%,1%,0%,6%,9%

# The list goes on, starting with the last 4 of the part before.
SMILES,G9a inh,POLI inh,Pol kappa inh,BLM helicase inh,POLH inh,JMJD2A Tudor,APEX1 inh,BAZ2B inh,POLB inh
CCOc1ccc(S(=O)(=O)N2CCCCC2)cc1NC(=O)CN1C(=O)NC(CC)(c2ccccc2)C1=O (stereo not given),21%,21%,-8%,-7%,-23%,-21%,2%,-19%,39%
CN(C)Cc1cc(C(C)(C)C)cc(C(C)(C)C)c1O,7%[12.7 µM],1%,-16%,2%,2%,-11%[11.4 µM],4%,-1%,-2%
O=C(NNc1ncnc2sccc12)c1ccc(Cl)cc1,4%,96%[activator],-4%,-3%,4%,0%,0%,2%,2%
O=C1/C(=C\c2cccnc2)SC(=S)N1C1CCS(=O)(=O)C1 (stereo not given),?,0%,-4%,-4%,0%,1%,0%,6%,9%
N#Cc1nc(Cc2cccc3ccccc23)oc1NCCN1CCOCC1,-6%[59 µM],-8%,-13%,-1%,-20%,-35%,-4%,-37%,3%
C=CCn1c(SCc2cccc(F)c2)nc2cc(C(=O)N3CCC(C(N)=O)CC3)ccc2c1=O,-26%,7%,-15%,0%,-8%,-24%,-4%,-35%,2%
COc1ccc(CC(=O)O/N=C(\N)c2ccc(Br)cc2)cc1OC,-7%[59 µM],?,-3%,-4%,-14%,41%[activator],4%,27%,4%
Cc1occc1-c1n[nH]c(=S)n1CC(C)C,4.5µM*,3%,-10%,-9%,-10%,5µM*,?,8%,7%
C=CCn1c(SCC(=O)/C(C#N)=C(\C)N)nc2sc(C)c(C)c2c1=O,10%[59 µM],-8%,-5%,-2%,-4%,12%,-6%,0%,6%
Cc1ccc(-c2nc3sc4c(c3c(=O)n2N)CCCC4)cc1,0%[59 µM],1%,-11%,-7%,-6%,-8%,-2%,3%,-5%
CCCC(=O)Nc1nnc(SCC(=O)N2C(C)CCCC2C)s1 (stereo not given),6%,40%[activator],-7%,-2%,-1%,-6%,11%,-1%,50%
COc1ccc(NC(=O)CCC(=O)Nc2nnc(C(F)(F)F)s2)c(OC)c1,10%,28%,-7%,-3%,-20%,-12%,0%,-29%,10%
NC(=O)C1=C[C@H](c2ccc(C(F)(F)F)cc2)C[C@H](OCc2ccc(CO)cc2)O1,-10%[59 µM],-8%,4%,-1%,-15%,-3%,12%,-4%,35%
COc1ccc(/C(N)=N/OC(=O)CCCc2ccccc2)cc1,69%[activator][59 µM],?,-25%,-5%,-12%,143%[activator],0%,206%[activator],16%
CN(C(=O)COc1ccccc1C(=O)NCCc1ccccc1)c1ccccc1,0%[59 µM],12%,-5%,-2%,-2%,-15%,-2%,-1%,32%
CC(C)(C)OC(=O)N1CCN(C(=O)c2nc[nH]c2C(=O)N2CCN(C(=O)OC(C)(C)C)CC2)CC1,3%[2.33 µM],36%[activator],-14%,nt,-13%,-13%,4%,7%,nt
O=C(NCCc1ccccc1Cl)C1CCN(c2nc3ccccc3nc2C(F)(F)F)CC1,-8%[59 µM],12%,9%,-1%,-9%,-5%,nt,-3%,-17%
O=C1NCCOC(=O)[C@H](Cc2ccc(F)cc2)C/C=C\C[C@@H]1CC(=O)N(CCO)Cc1ccccc1,nt,6%,2%,nt,-15%,-8%,-7%,nt,nt
Cc1ccc(NC(=O)c2ccc(=O)[nH]n2)cc1S(=O)(=O)Nc1ccc(SC(F)F)cc1,nt,?,-20%,nt,-6%,-16%,6%,nt,nt
COc1ccc(CNS(=O)(=O)c2cn(C)c(=O)n(C)c2=O)cc1,nt,8%,-15%,1%,-5%,3%,-8%,-1%,37%
Cn1c(COc2ccc3ccccc3c2)nnc1SCC(=O)O,?,0%,0%,1%,-11%,-9%,1%,?,19%
O=C(CCOc1cccc(Br)c1)Nc1ccc(F)c(S(=O)(=O)N2CCOCC2)c1,?,-12%,-8%,nt,-20%,-8%,10%,6%,nt
CCN(CCC(=O)Nc1cc(OC)cc(OC)c1)Cc1ccccc1,45µM*,24%,-12%,-7%,9%,-11%[57.1 µM],15%,10%,-11%
CCN(CC)CCOC(=O)C1(C2CCCCC2)CCCCC1,34µM*!,-11%,0%[60.1 µM],4%,-6%,-32%,5%,?,-11%
COc1ccc(CN2CCNC(=O)C2CC(=O)N(C)CC2CCOCC2)cc1C (stereo not given),79µM*,21%,0%,-1%,-15%,-17%,12%,-23%,4%
O=C(O)c1ccccc1C(=O)Nc1cc(-c2ccccc2)[nH]n1,-11%,141%[activator],-6%,-3%,-7%,8%,26%,-2%,-25%
CN(C)C(=O)COc1ccc2c3c(c(=O)oc2c1)CCCC3,15%[0.501 µM],20%,-9%,-10%,-10%,-17%,-4%,16%,69%
CCn1cc([N+](=O)[O-])c(C(=O)Nc2ccc(Cn3nc(C)cc3C)cc2)n1,-9%[59 µM],7%,-8%,1%,-11%,-18%,-6%,-3%,14%
OC(COc1cccc2ccccc12)CN1CCOCC1 (stereo not given),nt,43%[activator],-7%,nt,5%,-8%,nt,nt,nt
CCN(CC)CCNC(C(=O)Nc1ccc([N+](=O)[O-])cc1Br)c1ccccc1 (stereo not given),?,188%[activator],-8%,1%,-18%,-19%,18%,?,26%
O=Cc1cccc(OCc2cccc3ccccc23)c1,209%[activator],170%[activator],-16%,-12%,-12%,129%[activator],-7%,125%[activator],16%

# High-throughput results: PubChem BioAssay, National Center for Advancing Translational Sciences (NCATS)
